GDH-TPI counter – GDH-TPI coupled enzyme inhibition counter-screen; 360,000 tested, 1.2% active; inhibition, % at 4.8 µM; GDH-TPI coupled enzyme counterscreen, NADH absorbance; in the data active = inhibition above about 30%;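 also: 0% = DMSO wells and 100% = wells lacking the enzyme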
Y pestis TopoI – Y. pestis Topo-I inhibition via cleavage products. Y. pestis Topo-I cleavage product accumulation, plate reader. activity, % at 10 µM. 360,000 tested, 0.064% active. AID 504884; in the data active = activity above about 50%, passing the limit was not always enough; also: inactives centre near 2
Mtb FBA inh – inhibits M. tuberculosis FBA enzyme; P9WQA3; purified M. tuberculosis FBA, fluorescence read-out; inhibition, % at 1 µM; 360,000 tested, 2.3% active; AID 588726; in the data active = inhibition above about 27%;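 also: 0% = vehicle and 100% = reference inhibitor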
Target sequence (P9WQA3 whole entry, looked up): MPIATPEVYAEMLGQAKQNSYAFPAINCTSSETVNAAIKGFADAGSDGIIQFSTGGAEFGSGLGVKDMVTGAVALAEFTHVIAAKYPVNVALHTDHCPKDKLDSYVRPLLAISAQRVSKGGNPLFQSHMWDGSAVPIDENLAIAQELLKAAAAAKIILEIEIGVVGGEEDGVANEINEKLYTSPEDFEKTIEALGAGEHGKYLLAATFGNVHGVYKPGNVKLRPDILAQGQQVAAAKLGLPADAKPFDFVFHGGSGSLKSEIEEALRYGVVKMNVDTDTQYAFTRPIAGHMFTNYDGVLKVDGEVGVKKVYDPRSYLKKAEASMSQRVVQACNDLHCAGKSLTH
FadD28 binding – M. tuberculosis FadD28 bisubstrate binding inhibition | inhibition, % at 12.5 µM | 360,000 tested, 0.22% active | FadD28 bisubstrate probe binding, fluorescence polarization; in the data active = inhibition above about 8.5%, passing the limit was not always enough
BH1578 lux ind – induces V. cholerae light production without autoinducers; V. cholerae BH1578 lux reporter, luminescence, 6 h; activation, % at 18.7 µM; 350,000 tested, 0.16% active; in the data active = activation mostly above about 9.7%, no sharp cut-off; also: not every result past the cut was called active; inactives centre near 0; reference of the scale not given here
PfHsp40 yeast – rescue of PfHsp40-mediated yeast toxicity | S. cerevisiae expressing PfHsp40, growth rescue, ATP luminescence | growth rescue, % at 12.5 µM | 340,000 tested, 0.68% active | AID 504582; in the data active = growth rescue above about 28%, passing the limit was not always enough;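 also: yeast W303a lacking pdr1 and pdr3 grown in galactose medium; growth measured after three days at 30 °C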
Mtb UGM inh – inhibitors of M. tuberculosis UDP-galactopyranose mutase; P9WIQ1; 320,000 tested, 0.06% active; purified UGM, fluorescence polarization probe displacement; inhibition, % at 10 µM; in the data active = inhibition above about 10%, passing the limit was not always enough
Target sequence (P9WIQ1 whole entry, looked up): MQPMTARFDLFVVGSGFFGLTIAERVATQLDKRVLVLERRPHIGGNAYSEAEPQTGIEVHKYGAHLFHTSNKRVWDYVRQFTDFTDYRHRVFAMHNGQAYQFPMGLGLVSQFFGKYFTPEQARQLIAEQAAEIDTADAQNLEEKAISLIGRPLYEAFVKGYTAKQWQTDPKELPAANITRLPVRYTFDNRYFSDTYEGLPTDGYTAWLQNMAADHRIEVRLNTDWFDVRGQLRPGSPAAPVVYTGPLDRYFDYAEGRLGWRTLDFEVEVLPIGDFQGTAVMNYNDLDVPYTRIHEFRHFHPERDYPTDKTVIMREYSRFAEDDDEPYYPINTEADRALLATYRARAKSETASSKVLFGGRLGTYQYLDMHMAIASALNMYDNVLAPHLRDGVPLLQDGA
TcdB inh – TcdB glycohydrolase inhibition. P18177. TcdB glycohydrolase enzymatic assay, plate reader. inhibition, % at 9.99 µM. 350,000 tested, 0.24% active. AID 652162; in the data active = inhibition above about 10%
Mtb BioA inh – inhibitors of Mycobacterium tuberculosis BioA enzyme; purified M. tuberculosis BioA enzyme, plate reader; inhibition, % at 9.99 µM; 360,000 tested, 0.096% active; in the data active = inhibition above about 40%
* = called active by the depositor; i = inactive; . = not tested or not shown.

1	Cc1ccc2nc(NC(=O)CN(C)S(=O)(=O)c3cccc4nsnc34)sc2c1
2	Cc1ccc(-c2[nH]ncc2C(=O)c2ccccc2C)c(O)c1
3	O=[N+]([O-])c1ccc(CSc2ncnc3ccccc23)cc1
4	CC(C)Oc1ccc(CN2CCCC(CO)(Cc3ccccc3)C2)cc1CO (centres undefined)
5	C=CCCc1ccc(C#N)c(SCc2c(C(=O)OCC)c3cc(OC(C)=O)c(Br)cc3n2C)n1
6	O=C(NCC(c1cccs1)N1CCOCC1)C1CCN(S(=O)(=O)c2ccccc2C(F)(F)F)CC1 (centres undefined)
7	O=c1c2ccccc2nc(SCc2cn3ccsc3n2)n1-c1ccccc1
8	CCN(CC)S(=O)(=O)c1ccc(Cl)c(C(=O)Nc2nnc(C)s2)c1
assay / compound,1,2,3,4,5,6,7,8
PfHsp40 yeast,1.4,-1.7,1.0,-1.9,-0.5,0.4,0.1,-0.3
Mtb BioA inh,-0.9,.,.,0.6,-4.1,-0.2,6.6,0.8
Mtb UGM inh,-1.1,1.0,-2.9,-0.4,.,-1.9,0.7,-0.1
TcdB inh,.,4.8,-0.7,1.3,.,-6.2,.,.
GDH-TPI counter,8.4,-10.8,17.1,-0.5,-0.7,0.0,6.6,6.8
Y pestis TopoI,8.6,5.6,14.9,0.4,-7.4,20.7,18.1,-0.1
BH1578 lux ind,1.5,i,-0.1,0.7,-0.1,i,i,-2.9
Mtb FBA inh,-0.5,0.9,3.3,2.0,1.1,3.5,1.2,1.9
FadD28 binding,0.5,-7.4,-2.3,-0.4,1.1,-2.1,-5.3,-0.9

9	Oc1ccc(C2=CSC3=NCCN23)cc1O
10	CCN(CC)S(=O)(=O)c1ccc(N2CCCCC2)c(NC(=O)C2CCN(C(=O)c3ccc(F)cc3)CC2)c1
11	COC(=O)[C@H](Cc1ccccc1)NC(=O)[C@@H](N)CC(=O)OCc1ccccc1
12	C=CCNC(=O)/C=C/c1ccc(C(C)C)cc1
13	O=C1c2ccccc2C(=O)c2c(NCCCN(CCO)CCO)cccc21
14	CCOC(=O)N1CCC(N2C(=O)c3ccc(C(=O)NCCC(C)C)cc3C2=O)CC1
15	CC(=O)N1CC2(C)CN(C(C)=O)CC(C)(C1)C2O (centres undefined)
16	CC(Oc1ccccc1)C(=O)N1CCC2(CC1)Oc1ccc(F)cc1C(=O)C21CC(c2ccc(Cl)cc2)=NO1 (centres undefined)
assay / compound,9,10,11,12,13,14,15,16
PfHsp40 yeast,-0.5,0.4,0.3,-0.5,1.4,3.1,-0.6,0.5
Mtb BioA inh,-0.3,.,-0.4,.,.,-1.1,-1.1,-1.8
Mtb UGM inh,2.2,-1.0,-2.0,-1.3,.,-0.5,-3.4,-2.7
TcdB inh,1.2,0.6,0.5,.,2.2,-1.0,.,-2.2
GDH-TPI counter,1.9,2.1,2.2,7.9,4.4,-1.3,-2.2,19.0
Y pestis TopoI,-0.4,23.0,6.2,12.8,-29.3,2.0,-4.9,-5.0
BH1578 lux ind,-0.6,i,-0.4,-0.2,-0.2,-0.4,-1.4,-0.5
Mtb FBA inh,3.6,4.3,1.5,-2.6,-4.8,0.3,-2.1,3.2
FadD28 binding,-1.1,-1.8,3.0,1.6,1.4,0.3,-3.4,-0.3

17	CCN(CC)c1c(-c2ccccc2)c2cc(C)ccc2[nH]c1=O
18	CN(C)S(=O)(=O)c1cccc(NC(=O)COC(=O)[C@H](Cc2ccccc2)NC(=O)c2ccco2)c1
19	CC(C)(C)NS(=O)(=O)c1ccc(NS(=O)(=O)Cc2ccccc2)cc1
20	O=C(NC1CCCCC1)c1ccc(CS(=O)Cc2ccccc2Cl)o1 (centres undefined)
21	Cc1cccc(OCC(=O)NCC(=O)N/N=C/c2cccs2)c1
22	CCOc1ccc(NC(=O)CN(C)C(=O)CN2C(=O)C3CCCCC3C2=O)cc1OCC (centres undefined)
23	CC(C)n1c(/C=C/c2ccccc2)nc2ccccc21
24	CCOc1cc(/C=C(\CC(=O)O)c2nc3ccccc3s2)ccc1OC
assay / compound,17,18,19,20,21,22,23,24
PfHsp40 yeast,0.1,0.6,0.4,1.7,-1.4,0.5,-1.2,-0.2
Mtb BioA inh,-1.2,-0.8,-0.3,2.2,.,1.0,2.1,.
Mtb UGM inh,.,-4.0,-0.4,1.0,-0.3,2.9,-1.6,-0.6
TcdB inh,-0.1,0.5,.,2.8,.,0.7,.,-0.8
GDH-TPI counter,1.4,-3.5,2.0,0.0,4.1,1.3,34.3*,9.4
Y pestis TopoI,-5.8,-0.2,-4.4,16.2,6.9,-1.9,9.9,7.1
BH1578 lux ind,-0.3,i,i,-1.8,-0.4,-0.3,-3.1,i
Mtb FBA inh,2.9,-0.2,-1.9,-0.3,-3.1,6.0,66.5*,3.3
FadD28 binding,-2.6,-3.1,-1.4,-0.6,-4.2,0.1,-3.3,-2.5

25	COCCN(C(=O)CCc1nnc(CCc2c[nH]c3ccccc23)o1)C(C)C
26	NC(=O)Cn1nc(-c2ccccc2)nc1-c1ccccc1
27	CCCn1c(SCC(=O)Nc2ccc(C)c(S(=O)(=O)N3CCOCC3)c2)n[nH]c1=O
28	CCOC(=O)c1nn(-c2ccc(Cl)cc2)c2nc(-c3ccc(C)cc3)c(C#N)c(=O)n12
29	Nc1nc(C23CC4CCC(CC(C4)C2)C3)cs1
30	CC1(C)Cc2c(sc3nc(NCCN4CCOCC4)n4ncnc4c23)CO1
31	Cc1ccc(NC(=O)Cc2sc(C)nc2-c2ccc(C)cc2)cc1
32	CC(Sc1nnc2ccccn12)C(=O)Nc1ncc(Cl)cc1Cl (centres undefined)
assay / compound,25,26,27,28,29,30,31,32
PfHsp40 yeast,-0.9,-0.3,-1.3,-0.9,0.1,0.2,-0.9,0.0
Mtb BioA inh,.,.,.,-2.7,.,-2.0,.,-1.4
Mtb UGM inh,-1.6,0.5,2.9,1.6,.,-0.6,2.6,-1.8
TcdB inh,-0.1,-0.6,0.7,.,.,.,.,.
GDH-TPI counter,-3.3,2.4,11.8,5.6,4.0,14.6,16.5,-8.8
Y pestis TopoI,-0.3,-0.9,-2.9,3.3,3.2,-6.6,-6.0,-1.4
BH1578 lux ind,.,-0.8,-0.3,.,-3.4,-1.6,-0.6,i
Mtb FBA inh,-0.2,3.3,-0.3,6.0,-0.1,3.6,-2.0,5.2
FadD28 binding,-2.2,-0.7,-3.2,-1.3,1.3,-0.7,-0.3,0.0

33	CCC(C)(C)NC(=O)CN(Cc1ccco1)C(=O)CCC(=O)Nc1nccs1
34	CC(=O)c1c(N2CCOCC2)nc(=S)n(-c2ccccc2)c1C
35	CCCNC(=O)C1(C)CCCN(C(=O)c2c(C)noc2C)C1 (centres undefined)
36	O=C(Nc1ccc(Cc2ccncc2)cc1)c1ccc(N2CCOCC2)c([N+](=O)[O-])c1
37	CC(Sc1nccn1C)C(=O)Nc1ccc(Cl)cn1 (centres undefined)
38	Cc1ccc(-c2nn(CC(=O)NN3CCOCC3)c(=O)c3ccccc23)cc1
39	COCCNC(=O)c1onc(CCl)c1C(=O)OC
40	O=C(COc1ccccc1)NN1C(=O)CSC1=S
assay / compound,33,34,35,36,37,38,39,40
PfHsp40 yeast,-0.5,-0.7,.,-0.4,0.1,.,0.1,0.3
Mtb BioA inh,-0.3,-0.1,-0.2,0.7,1.1,0.6,-4.4,.
Mtb UGM inh,-1.6,3.1,.,1.4,-0.2,0.9,-2.2,-4.6
TcdB inh,0.9,.,0.4,0.7,1.5,1.1,0.5,-0.4
GDH-TPI counter,-1.1,-2.4,3.6,-10.0,-4.1,8.9,-0.4,8.7
Y pestis TopoI,-2.4,0.0,-3.1,18.5,-11.2,4.2,2.5,-2.1
BH1578 lux ind,-0.3,i,-0.5,i,1.1,i,i,-0.8
Mtb FBA inh,11.0,-1.6,-0.4,-1.6,1.9,0.7,0.6,-5.2
FadD28 binding,.,-2.5,0.1,-4.6,-2.0,-2.4,1.0,0.5

41	Clc1cccc(Cl)c1CSc1nnc(CN2CCOCC2)n1-c1ccccc1
42	CN1CCN(CC(O)COc2ccccc2)CC1 (centres undefined)
43	CCOc1ccc(CNC(=O)C2Cc3cc(S(=O)(=O)N4CCCC4)ccc3N2C(C)=O)cc1 (centres undefined)
44	O=C(CCN1C(=O)/C(=C/c2ccccc2F)SC1=S)Nc1ccccn1
45	COc1c(F)c(F)c(C(=O)Nc2cccc(Cl)c2N2CCOCC2)c(F)c1F
46	COc1cc(NC(=O)c2cccc(C)c2)c(OC)cc1NC(=O)CN1CCOCC1
47	N#C/C(=C\c1cccnc1)c1nc2c(s1)CCCC2
48	OC(COc1ccc(Cl)cc1Cl)Cn1ccnc1 (centres undefined)
assay / compound,41,42,43,44,45,46,47,48
PfHsp40 yeast,-1.3,-1.3,-1.4,1.8,5.2,0.0,0.0,-0.8
Mtb BioA inh,8.4,0.9,-0.3,-1.6,1.3,-0.7,.,0.0
Mtb UGM inh,0.7,-1.2,1.0,2.1,1.7,-1.9,-0.8,1.6
TcdB inh,.,0.5,0.1,0.1,.,0.8,-0.7,-0.6
GDH-TPI counter,2.8,5.9,3.5,6.5,-0.4,9.2,16.3,-4.3
Y pestis TopoI,12.6,-3.6,-6.0,-6.8,0.9,10.7,6.7,-1.3
BH1578 lux ind,5.3,i,i,-0.3,3.0,-0.9,-0.3,i
Mtb FBA inh,1.1,1.6,-1.3,-1.9,11.6,-0.4,5.3,3.4
FadD28 binding,-0.5,-0.6,0.1,-3.3,-1.2,-0.4,0.8,-1.4

49	CCCn1c(NCc2ccccn2)nc2ccccc21
50	C=CCN1C(=O)C2C(C(=O)NC)C3C=CC2(O3)C1C(=O)NCc1ccc(OC)cc1 (centres undefined)
51	Cc1ccc(NC(=O)CCNC(=O)c2ccccc2Cl)cc1S(=O)(=O)N1CCOCC1
52	COc1cccc(N2CCN(C(=O)c3nc4nc(C)cc(C)n4n3)CC2)c1
53	CC(C)n1cc(CN2CCCC(CNS(=O)(=O)c3cccc4cccnc34)C2)cn1 (centres undefined)
54	Cc1ccc(NC(=O)c2ccco2)c(NC(=O)Cc2cccs2)c1
55	Clc1ccc(OCCSc2ncccn2)cc1
56	NS(=O)(=O)c1cccc(NC(=O)c2cccc(S(=O)(=O)N3CCCCCC3)c2)c1
assay / compound,49,50,51,52,53,54,55,56
PfHsp40 yeast,-0.7,-0.9,-1.1,-0.4,1.2,1.2,2.1,0.4
Mtb BioA inh,.,0.1,-3.0,.,-0.5,.,.,1.0
Mtb UGM inh,2.4,0.5,.,-0.2,-2.5,1.1,0.7,-0.1
TcdB inh,.,.,-0.2,1.4,0.4,.,.,0.7
GDH-TPI counter,-7.3,-9.9,2.1,-3.8,0.0,7.2,-2.2,-3.9
Y pestis TopoI,-2.0,1.2,1.9,3.8,-1.2,10.4,-2.7,4.9
BH1578 lux ind,-0.3,-0.2,i,-1.2,-0.4,-2.7,i,0.8
Mtb FBA inh,1.9,1.4,-0.9,0.7,0.0,1.7,-11.3,-2.0
FadD28 binding,0.3,-3.4,-2.1,-2.3,2.1,0.5,-4.9,-0.5

Quoted from the results shown (7 entries):
50	C=CCN1C(=O)C2C(C(=O)NC)C3C=CC2(O3)C1C(=O)NCc1ccc(OC)cc1 (centres undefined)
51	Cc1ccc(NC(=O)CCNC(=O)c2ccccc2Cl)cc1S(=O)(=O)N1CCOCC1
52	COc1cccc(N2CCN(C(=O)c3nc4nc(C)cc(C)n4n3)CC2)c1
53	CC(C)n1cc(CN2CCCC(CNS(=O)(=O)c3cccc4cccnc34)C2)cn1 (centres undefined)
54	Cc1ccc(NC(=O)c2ccco2)c(NC(=O)Cc2cccs2)c1
55	Clc1ccc(OCCSc2ncccn2)cc1
56	NS(=O)(=O)c1cccc(NC(=O)c2cccc(S(=O)(=O)N3CCCCCC3)c2)c1
assay / compound,50,51,52,53,54,55,56
PfHsp40 yeast,-0.9,-1.1,-0.4,1.2,1.2,2.1,0.4
Mtb BioA inh,0.1,-3.0,.,-0.5,.,.,1.0
Mtb UGM inh,0.5,.,-0.2,-2.5,1.1,0.7,-0.1
TcdB inh,.,-0.2,1.4,0.4,.,.,0.7
GDH-TPI counter,-9.9,2.1,-3.8,0.0,7.2,-2.2,-3.9
Y pestis TopoI,1.2,1.9,3.8,-1.2,10.4,-2.7,4.9
BH1578 lux ind,-0.2,i,-1.2,-0.4,-2.7,i,0.8
Mtb FBA inh,1.4,-0.9,0.7,0.0,1.7,-11.3,-2.0
FadD28 binding,-3.4,-2.1,-2.3,2.1,0.5,-4.9,-0.5

Source: PubChem BioAssay (several laboratories)
